KCNQ2 block = KCNQ2 potassium channel inhibitors, primary screen, cell-based, CHO-K1, FluxOR thallium flux, B-score (AID 2156); O88943; 20 min; hits give low values; B-score at 10 µM; 310,000 compounds, 1.1% hits;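 active = fluorescence ratio B-score at most minus 3 library SDs, with starting brightness B-score within 2 library SDs, cut at about -5.5 in these data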
Kir21 block = blocks the mouse Kir2.1 inward-rectifier potassium channel | 310,000 compounds, 0.85% hits | B-score at 10 µM | P35561 | HEK293-Kir2.1, FluxOR thallium flux fluorescence; hits give low values;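 active = fluorescence ratio B-score at or below minus 3 SD of library scores, with starting-brightness B-score within 2 SD, cut at about -4.2 in these data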;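 also: channel flux triggered by added potassium and thallium sulfate stimulus; B-score of peak minus minimum fluorescence over baseline after thallium stimulus; more negative B-score means stronger Kir2.1 block with less thallium influx; some compounds called inactive have numbers as strong as hits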
Target sequence (P35561 whole entry, looked up): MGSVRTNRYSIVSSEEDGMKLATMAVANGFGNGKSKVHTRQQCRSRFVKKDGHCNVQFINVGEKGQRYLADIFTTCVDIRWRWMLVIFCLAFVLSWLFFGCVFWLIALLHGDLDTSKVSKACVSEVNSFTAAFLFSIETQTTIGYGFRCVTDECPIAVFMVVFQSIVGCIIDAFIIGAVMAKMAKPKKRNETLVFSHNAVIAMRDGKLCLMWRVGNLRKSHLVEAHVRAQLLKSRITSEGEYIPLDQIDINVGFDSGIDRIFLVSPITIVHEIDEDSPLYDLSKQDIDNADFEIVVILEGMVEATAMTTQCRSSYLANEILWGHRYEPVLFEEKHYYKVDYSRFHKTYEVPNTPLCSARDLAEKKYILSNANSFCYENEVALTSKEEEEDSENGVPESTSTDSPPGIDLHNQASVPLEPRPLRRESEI
The depositor's hits bear a star; i = inactive.

Sequence of screens – KCNQ2 block | Kir21 block
CC1(c2ccc3ccccc3c2)NC(=O)NC1=O (stereo unspecified)
→ i | 1.4
COc1ccc(Cc2nc3ccc(C(=O)NCCSC)cc3o2)cc1
→ i | 2.5
Cc1cccc(-c2noc(CCCC(=O)NC3CCCCC3)n2)c1
→ i | 0.26
COc1cccc(C(=O)NC(c2ccccc2)C2CCCC2)c1 (stereo unspecified)
→ i | -0.08
COc1ccccc1CNC(=O)C1CCC(CNS(=O)(=O)c2ccc(C)cc2)CC1 (stereo unspecified)
→ i | -0.6
COc1ccc(/C=C/C(=O)OCC(=O)Nc2ccc(OC)c(S(=O)(=O)N3CCCCC3)c2)cc1
→ i | 1.1
COc1ccc(NC(=O)C(C)N2C(=O)c3ccccc3C2=O)cc1S(=O)(=O)N1CCOCC1 (stereo unspecified)
→ i | -1.5
CSCC[C@H](NC(=O)[C@H](Cc1ccccc1)n1c(=O)[nH]c2ccccc2c1=O)C(=O)N1CCC[C@H]1C(=O)O
→ i | -0.52
OCCCc1nc2n(n1)C(c1cccs1)C=C(c1ccc(Br)cc1)N2 (stereo unspecified)
→ i | -14
Cc1ccc(-c2csc(NC(=O)/C=C/c3ccco3)c2C(=O)O)cc1
→ i | 0.44
CCN1C(=O)C2C(c3ccccc3F)NC(Cc3ccc(O)cc3)(C(=O)OC)C2C1=O (stereo unspecified)
→ i | 0.11
CN=C1SC(CC(=O)NCCc2ccc(OC)c(OC)c2)C(=O)N1C (stereo unspecified)
→ i | 0.13
CCOc1ccccc1C1C(C(N)=O)=C(C)Nc2nc(CCCO)nn21 (stereo unspecified)
→ i | 1.1
O=C1NC(=S)N/C1=C\c1cccnc1
→ i | -1.3
Cc1c(C(C)NC(=O)c2cc(COc3cccc4cnccc34)on2)cnn1C (stereo unspecified)
→ i | -0.31
COc1cc(C(C)=O)ccc1OC(=O)c1cc2cccc(OC)c2oc1=O
→ i | 0.44
O=C(O)c1cccc(-c2ccc(/C=N/n3cnnc3)o2)c1
→ i | -1.2
O=C(COC(=O)CCC(=O)c1ccc(F)cc1)Nc1cccc(S(=O)(=O)N2CCCC2)c1
→ i | 1.5
CCN1CCN(C(=O)C(=O)c2c(C)[nH]c3ccccc23)CC1
→ i | 0.06
COc1ccc(C2CC(c3cccs3)=NN2C(=O)CSc2nc(=O)n3ccccc3n2)cc1 (stereo unspecified)
→ i | -1.1

The results go on:
Sequence of screens – KCNQ2 block | Kir21 block
CCOc1ccc(NC(=O)CCN2CCN(c3ccccc3)CC2)cc1
→ i | 0.38
C/C(=N\N=c1/sc2ccccc2n1C)c1ccc(N2CCOCC2)cc1
→ i | -0.63
Cn1c(=O)cc(SCC(=O)NCC2CCCO2)c2ccccc21 (stereo unspecified)
→ i | 0.25
O=C(NCc1ccc2c(c1)OCO2)C1CC(=O)N(CCc2ccccc2)C1 (stereo unspecified)
→ i | 1.7
CCC(=O)Nc1ccc2ccccc2c1
→ i | 1.4
Nn1cnnc1SCC(=O)Nc1ccc2c(c1)OCO2
→ i | 0.49
CCCCC(=O)N/C(N)=N/c1nc2ccccc2o1
→ i | 0.17
Cc1ccc(NC(=O)COC(=O)c2ccc3c(c2)OCO3)c(C)c1
→ i | 0.43
COc1ccc(-c2cc(C(=O)NC(Cc3cc4ccccc4[nH]3)C(=O)O)c(C)o2)cc1OC (stereo unspecified)
→ i | -1
O=c1c2cn(Cc3ccc(F)cc3)c3ccccc3c-2nn1Cc1ccc(F)cc1
→ i | 1.8
Cc1ccc(/C=N/NC(=O)CNC(=O)Cc2ccccc2)o1
→ i | 0.98
CC(C)Cn1c(SC(C)C(=O)Nc2ccc3c(c2)OCCO3)nc2ccccc2c1=O (stereo unspecified)
→ i | 0.19
Oc1[nH]c2ccccc2c1N=Nc1c(F)c(F)c(C(F)(F)F)c(F)c1F
→ i | 1.3
Cn1cnc(C(F)(F)F)c1-c1ccc([N+](=O)[O-])cc1
→ i | -0.22
COCCOc1cc(N2C(=O)CSCC2=O)c(Cl)cc1Cl
→ i | -0.06
Cc1ccc([C@@H]2[C@@H]3C(=O)N(c4ccccc4)C(=O)[C@@H]3[C@]3(Cc4ccccc4)C(=O)N(CC4CC4)CC(=O)N23)o1
→ i | -0.3
O=C(Nc1ccc(-c2noc(COc3ccccc3Cl)n2)cc1)c1ccco1
→ i | -1
COc1ccc(CNC(=O)C(c2ccco2)N(C(=O)c2ccccn2)c2ccccc2)cc1 (stereo unspecified)
→ i | -0.07
CN(CC(=O)Nc1ccc(Cl)c(C(F)(F)F)c1)Cc1cc(=O)n2ccsc2n1
→ i | -0.98
O=C(NC1CCCCC1)c1ccc(N2CCCC2=O)cc1
→ i | 0.53

Next compounds:
Sequence of screens – KCNQ2 block | Kir21 block
CCn1c2ccccc2c2cc(NC(=O)N3CCOCC3)ccc21
→ i | 1.4
O=C(CNC(=O)c1cccc(OC(F)F)c1)Nc1ccc(Cl)cc1
→ i | -0.03
CCCCn1c(N)c(N(CCOC)C(=O)COC(=O)COc2c(C)cc(C)cc2C)c(=O)[nH]c1=O
→ i | 0.75
Cc1ccc(-c2ccc(/C=N/n3cnnc3)o2)cc1
→ i | -0.64
CCOC(=O)c1c2c(c(=S)n(-c3ccccc3)c1N)CCC2
→ i | 1.3
COC(=O)C1CC(O)CN1C(=O)c1ccco1 (stereo unspecified)
→ i | -2.6
CNC(=O)c1csc(-c2ccccc2)n1
→ i | 0.37
O=C(Cc1ccccc1)NCC(=O)N1CCCCCC1
→ i | -0.38
CCN(CC)S(=O)(=O)c1ccc(C(=O)Nn2cnnc2)cc1
→ i | -0.11
CCOc1ccc(CNC(=O)C2CCN(c3nn4c(=O)cc(C)nc4s3)CC2)cc1
→ i | -0.63
O=C(c1cc(-c2ccccn2)nc2ccc(Cl)cc12)N1CCN(CCc2ccccc2)CC1
→ -5.7* | -0.98
CC(=O)NNC(=O)CCn1c2c(c3ccccc31)CCCC2
→ i | 1.6
COc1ccc(/C=N\NC(=O)c2ccccc2F)cc1COc1ccc(F)cc1F
→ i | 1.1
CC1=Nc2ccccc2/C1=C\c1nc(-c2ccc(F)cc2)oc1O
→ i | -0.18
CCN(C(=O)COC(=O)c1cccc(S(=O)(=O)N2CCOCC2)c1)C1CCS(=O)(=O)C1 (stereo unspecified)
→ i | 0.04
CCOC(=O)COn1c(=O)c(-c2ccc(OC)cc2)[n+]([O-])c2ccccc21
→ i | -0.06
CCc1ccc(-c2cc(C)no2)cc1S(=O)(=O)N1CCOc2ccccc21
→ i | -0.5
N#C/C(=N\O)c1nc2ccccc2[nH]1
→ i | -1.8
CCCCCCOc1ccc(/C=C/C(=O)N2CCOCC2)cc1OC
→ i | -0.07
O=C(CN(C(=O)CCC(=O)Nc1nccs1)c1ccccc1F)NCc1ccc2c(c1)OCO2
→ i | -0.06

Following part
Sequence of screens – KCNQ2 block | Kir21 block
O=C(Nc1ccc(SC(F)F)cc1)C1CC(=O)N(Cc2ccccc2)C1 (stereo unspecified)
→ i | 0.03
Oc1ccc(Nc2ncnc3scc(-c4ccccc4)c23)cc1
→ i | 1.9
O=C(CSc1nnnn1C1CCCCC1)NCc1ccco1
→ i | 1.9
O=C(CNC(=O)c1cccs1)N/N=C/c1cccc(Br)c1
→ i | 2.2
C=CCn1c(SCCC(=O)O)nc2c1c(=O)n(C)c(=O)n2C
→ i | 2.5
NS(=O)(=O)c1ccc(CCNC(=O)C2CCN(c3ncnc4c3nc3n4CCCCC3)CC2)cc1
→ i | 1
CCOP(=O)(OCC)c1nc(-c2cccc3ccccc23)oc1N1CCOCC1
→ i | -2
Cc1ccc(-c2nc(=O)[nH]c3ccccc23)cc1
→ i | 0.15
CC1CN2C(c3ccc(Cl)cc3)=CSC2=N1 (stereo unspecified)
→ i | -0.97
CC(=O)NS(=O)(=O)c1ccc(NC(=O)CN2C(=O)C3C4C=CC(C4)C3C2=O)cc1 (stereo unspecified)
→ i | 1.5
CCOc1cc(C2C(C#N)=C(N)OC3=C2C(=O)CC(C)(C)C3)cc([N+](=O)[O-])c1O (stereo unspecified)
→ i | -0.03
N#C/C(=C(/O)c1ccc2c(c1)OCO2)c1nc2cc(C(F)(F)F)ccc2s1
→ i | -2.2
Cc1ccc(-n2c3c(c(=O)[nH]c2=O)C(NS(=O)(=O)c2ccc(Cl)cc2)(C(F)(F)F)C(=O)N3)cc1 (stereo unspecified)
→ i | 0.16
Cc1cccc(-n2ncc3c(N(C)C4CCCCC4)ncnc32)c1
→ i | 0.58
CC(C)c1nc(N2CCCC2)c(C#N)c2c1CCCC2
→ i | 0.84
CCn1cnc2cc(NCc3ccccc3Cl)ccc21
→ i | -2.5
CC(NC(=O)c1ccc(S(=O)(=O)N(C)C)cc1)c1ccccc1 (stereo unspecified)
→ i | -0.52
N#Cc1cc(-c2ccccc2)nnc1Oc1ccccc1Cl
→ i | 0.66
CCSC1=NC(C)(C)C=C(/C=C/c2ccc(Cl)cc2Cl)N1
→ i | -0.94
CCOC(=O)Nc1ccc(C(=O)Oc2ccccc2)c(O)c1
→ i | 0.09

The list continues:
Sequence of screens – KCNQ2 block | Kir21 block
COc1ccc(S(=O)(=O)NNc2nc(C)cc(C)n2)cc1Br
→ i | -1.8
CCOc1ccc(CC(=O)NNC(=S)Nc2ccccc2)cc1Br
→ i | 1.7
O=C(CCc1nc2ccccc2s1)N1CCN(c2ccccc2)CC1
→ i | -1.6
CCOC(=O)CN1C(=O)C(=O)c2cc(C)ccc21
→ i | -1.8
COc1ccc(CNC(=O)COC(=O)c2n[nH]c3ccccc23)cc1OC
→ i | -0.82
COc1cc(C(=O)NC(c2ccccc2)c2ccccc2)cc(OC)c1C
→ i | 0.6
CCCCn1c(SCC(=O)NCc2ccccc2)nc2ccc(N3CCOCC3)cc2c1=O
→ i | 1.8
Nc1nc(SCC(=O)NCc2ccco2)[nH]c(=O)c1-c1ccccc1
→ i | 1.7
Cc1ccc(C(=O)NCc2ccco2)cc1S(=O)(=O)N1CCCCC1
→ i | 0.14
Cc1cc(C(=O)COc2ccccc2C(N)=O)c(C)n1C
→ i | -0.8
CCc1nc(N2CCN(C(=S)NCCCOC)CC2)c2c3c(sc2n1)CCCC3
→ i | -0.75
O=S(=O)(CCN1CCSCC1)c1ccc(Cl)cc1
→ i | -0.44
CCc1nc2ccccc2n1Cc1ccccc1OC
→ i | -3.1
Cc1ccc(OCc2cc(C(=O)N(C)CCn3ccnc3C)no2)cc1C
→ i | -1
O=C(CCc1cn2ccccc2n1)NC1CCCc2c1cnn2-c1ccccc1F (stereo unspecified)
→ i | -0.1
C=CCN(c1ccccc1)S(=O)(=O)c1cccc(C(=O)N(CC)CC(=O)Nc2c(F)cccc2F)c1
→ i | 0.72
Cc1cc(C)nc(NS(=O)(=O)c2ccc(N/C=C\C(=O)c3cccs3)cc2)n1
→ i | 0.64
COc1ccc(CCCC(=O)Nc2ccc(F)cc2)cc1
→ i | -0.14
Cc1ccc(-c2nnc(SC(C)C(=O)NCC3CCCO3)nc2-c2ccc(C)cc2)cc1 (stereo unspecified)
→ i | 0.04
COC(=O)c1sccc1NC(=O)Nc1cccc(Cl)c1Cl
→ i | -0.6

2 entries from above, as labelled records:
Cc1ccc(-c2nnc(SC(C)C(=O)NCC3CCCO3)nc2-c2ccc(C)cc2)cc1 (stereo unspecified)
  KCNQ2 block: i | Kir21 block: 0.04
COC(=O)c1sccc1NC(=O)Nc1cccc(Cl)c1Cl
  KCNQ2 block: i | Kir21 block: -0.6

(continued)
Sequence of screens – KCNQ2 block | Kir21 block
CCOc1cc(-c2noc(CCC(=O)Nc3cccnc3)n2)ccc1OC
→ i | 0.4
O=C(NCc1cccs1)C1CCCN(S(=O)(=O)c2cnc[nH]2)C1 (stereo unspecified)
→ i | -0.13
COc1ccccc1C1CCN(Cc2ccc3ccccc3c2)CC1
→ i | -1.5
CCNC(=O)C1=C(O)c2sccc2N(C)S1(=O)=O
→ i | -0.68
CCN(CC(=O)Nc1cc(Cl)ccc1C)C(=O)C1CCCCC1
→ i | 0.12
COc1ccc(Cl)cc1NC(=O)N1CCN(S(C)(=O)=O)CC1
→ i | -0.34
O=C(COc1ccccc1[N+](=O)[O-])NCCC1=CCCCC1
→ i | -1.6
CCc1cc(=O)oc2c(CNCc3ccc(OC)cc3OC)c(O)c(Cl)cc12
→ i | 0.35
O=c1c2cc(NC(=S)N3CCCCCC3)ccc2nc2n1CCCCC2
→ i | -1.1
CCOC(=O)c1ccc(OC)c(OC)c1Cl
→ i | 1.5
CCn1c(O)c(C(C#N)=C2N=c3ccccc3=N2)c2ccccc21
→ i | 0.39
Cc1c(Cl)cn2c(=O)cc(CN3CCN(c4ccccc4)CC3)nc2c1Cl
→ i | 2.1
CC(=O)C1=C(O)C(=O)N(C2CCCCC2)C1c1ccccc1 (stereo unspecified)
→ i | 1.1
CCCCN=C1N/C(=C\c2ccco2)C(=O)N1c1ccccc1
→ i | -0.06
CC1(C)C2CCC1(C)C(OCCNCCOC(=O)Nc1ccccc1)C2 (stereo unspecified)
→ i | -1.4
Cc1cccc(NC(=O)NC(C)C(c2ccccc2)N2CCN(C)CC2)c1 (stereo unspecified)
→ i | -2.5
CC1(C)Cc2ccccc2C(C(=O)c2ccccc2)=N1
→ i | 0
O=C(Nc1cccc(Cl)c1)c1cc(F)cc2c1OCOC2
→ i | -0.19
CC(=O)Nc1ccc(NC(=O)C(C)OC(=O)CCCN2C(=O)c3cccc4cccc(c34)C2=O)cc1 (stereo unspecified)
→ i | -1.6

Whole records, looked up by structure. Order of values: KCNQ2 block | Kir21 block
Record of O=C(COc1ccccc1[N+](=O)[O-])NCCC1=CCCCC1 = i | -1.6
Record of CCc1cc(=O)oc2c(CNCc3ccc(OC)cc3OC)c(O)c(Cl)cc12 = i | 0.35
Record of CC1(C)Cc2ccccc2C(C(=O)c2ccccc2)=N1 = i | 0
Record of O=C(NCc1cccs1)C1CCCN(S(=O)(=O)c2cnc[nH]2)C1 (stereo unspecified) = i | -0.13
Record of Cc1c(Cl)cn2c(=O)cc(CN3CCN(c4ccccc4)CC3)nc2c1Cl = i | 2.1

Records listed so far printed as active in KCNQ2 block.
Sequence of screens – KCNQ2 block | Kir21 block
O=C(c1cc(-c2ccccn2)nc2ccc(Cl)cc12)N1CCN(CCc2ccccc2)CC1
→ -5.7* | -0.98

Source: PubChem
